# Bioassay records (PubChem)
# HKDC1 inhibitor = blocks human hexokinase HKDC1 activity; inhibition, % at 20 µM; Q2TB90; recombinant HKDC1, G6PDH/diaphorase resazurin coupled fluorescence; 0.16% of 340,000 active; AID 493160;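 active = inhibition above about 35% when tested at 20 µM, limit read from the data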;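 also: plate controls were DMSO wells with enzyme for no effect and DMSO wells lacking enzyme for full effect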
#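 Assay system: recombinant HKDC1 hexokinase; detection: coupled resazurin fluorescence, excitation 525 nm, emission 613 nm; benchmarks: DMSO-plus-enzyme-mix negative control, buffer-substituted positive control; compound dosing: single 20 µM dose; schedule: 90 min at room temperature in dark; also added: glucose plus 1 mM ATP as hexokinase substrates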
# 697 NFkB inh = lowers PMA/ionomycin-induced NF-kB signal in 697 B cells; 697 B-cell NF-kB luciferase reporter, 16 h; inhibition, % at 4 µM; 0.33% of 330,000 active; in the data active = inhibition above about 35%
# SENP7 inh = SENP7 protease inhibition; Q9BQF6; recombinant SENP7, Z-RLRGG-aminoluciferin luminescence, 40 min; inhibition, % at 5 µM; 1.5% of 330,000 active;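 active = inhibition above about 50% at the single test dose, limit read from the data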;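 also: plate controls were DMSO with enzyme for no effect and no enzyme buffer wells for full effect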
# Target sequence (Q9BQF6 706-1050 limits assumed): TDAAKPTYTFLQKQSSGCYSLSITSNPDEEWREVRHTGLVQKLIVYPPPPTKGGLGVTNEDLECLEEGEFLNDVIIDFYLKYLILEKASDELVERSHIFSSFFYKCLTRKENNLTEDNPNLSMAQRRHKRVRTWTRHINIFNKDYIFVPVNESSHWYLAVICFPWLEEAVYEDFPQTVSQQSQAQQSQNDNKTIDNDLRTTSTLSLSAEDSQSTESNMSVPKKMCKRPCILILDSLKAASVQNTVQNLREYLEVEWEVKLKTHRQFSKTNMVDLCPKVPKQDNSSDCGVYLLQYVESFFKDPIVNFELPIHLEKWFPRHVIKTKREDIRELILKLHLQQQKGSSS
# UBC13 polyUb = inhibitors of human UBC13 polyubiquitin chain formation; P61088; TR-FRET; inhibition, % at 20 µM; 0.47% of 330,000 active; in the data active = inhibition above about 45%, passing the limit was not always enough
# Target sequence (P61088 whole entry, looked up): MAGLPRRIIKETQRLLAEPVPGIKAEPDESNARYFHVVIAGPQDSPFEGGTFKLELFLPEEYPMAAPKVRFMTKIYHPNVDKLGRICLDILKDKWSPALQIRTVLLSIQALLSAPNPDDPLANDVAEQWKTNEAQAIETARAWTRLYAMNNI
# SENP8 inh = blocks the human protease SENP8; Q96LD8; purified SENP8, Z-RLRGG-aminoluciferin cleavage, luminescence; inhibition, % at 10 µM; 1.2% of 330,000 active; AID 2540
# Target sequence (Q96LD8 whole entry, looked up): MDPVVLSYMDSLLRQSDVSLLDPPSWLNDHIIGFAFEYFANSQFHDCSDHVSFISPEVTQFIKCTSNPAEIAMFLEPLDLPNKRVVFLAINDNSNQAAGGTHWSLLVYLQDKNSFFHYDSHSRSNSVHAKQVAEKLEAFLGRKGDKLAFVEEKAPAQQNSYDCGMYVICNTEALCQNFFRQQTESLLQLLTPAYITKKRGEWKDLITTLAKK
# Jurkat NFkB inh = inhibitors of the PMA/ionomycin-induced NF-kB reporter in Jurkat cells | PMA/ionomycin-induced NF-kB luciferase reporter, luminescence | inhibition, % at 4 µM | 0.53% of 330,000 active
# Apaf1 inhib = blocks human Apaf-1 apoptosome activity. AID 489030. 0.71% of 330,000 active. inhibition, % at 20 µM. reconstituted apoptosome caspase-3 activity, DEVD-Rh110 fluorescence. O14727; active = inhibition of at least 40% at 20 µM;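 also: plate controls were DMSO wells for no effect and DEVD-CHO caspase inhibitor wells for full effect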
#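 Material: reconstituted apoptosome with Apaf-1, cytochrome c, caspase-9, procaspase-3, dATP / Buffer or medium: pH 7.5 Hepes buffer with CHAPS, BSA, DTT / Also added: cytochrome c with DEVD-Rh110 / Schedule: compound with Apaf-1, dATP, procaspase-3 30 min, then 50 min reaction, room temperature / Technique: rhodamine 110 fluorescence at Ex 480/Em 540 nm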
# Gli-Sufu antag = blocks Gli-Sufu signaling in a luciferase reporter. AID 588413. 0.74% of 340,000 active. Sufu-KO-LIGHT fibroblasts, Gli luciferase reporter luminescence. inhibition, % at 5 µM;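 active = inhibition above about 55%, limit read from the data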;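 also: 0% = DMSO-treated cells and 100% = wells with medium but no cells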
# * hit, by the source's call; · = not tested or not shown. Rule as the data show it, unless noted: active = inhibition above about 50%; inactive = the rest.
no.	SMILES	SENP7 inh	Gli-Sufu antag	Apaf1 inhib	697 NFkB inh	Jurkat NFkB inh	UBC13 polyUb	HKDC1 inhibitor	SENP8 inh
1	CCC(=O)N1CCc2cc(S(=O)(=O)CCC(=O)Nc3nc(C)cs3)ccc21	-3.7	-13.3	-3.5	0.9	-7.4	5.1	-1.1	-0.6
2	O=C(NC1CCCN(Cc2ccc(Cl)cc2)C1)c1c(F)ccc(F)c1F (centres undefined)	0.4	5.2	-7.8	-2.6	2.8	7.2	0.0	-5.8
3	CCOc1ccc(NC(=O)CN(C)C(=O)Cc2c[nH]c3ccccc23)cc1OCC	10.0	-5.6	11.0	-10.0	0.9	-4.5	-5.8	-3.9
4	Cc1cc(C)c2c(N)c(C(=O)Nc3ccccc3F)sc2n1	7.6	-9.9	8.5	-107.5	-84.4	4.5	-6.8	-12.6
5	Clc1ccc(CN2CCCCCC2)cc1	-11.0	34.6	3.6	1.6	-0.8	2.8	-6.5	-5.3
6	Cc1cc(C)n(CCC(=O)N/N=C/c2ccc(Br)c([N+](=O)[O-])c2)n1	3.0	10.0	-5.7	9.6	3.0	4.9	0.5	1.8
7	O=C(NCCN1CCOCC1)Nc1ccccc1	-9.3	2.7	1.3	-8.9	-9.1	-3.8	1.7	-7.7
8	COc1ccc(C(=O)NCCC(C)C)cc1S(=O)(=O)N1CCOCC1	7.9	0.8	5.4	-2.1	-0.5	-10.0	-8.6	-2.4
9	CC(NC(=O)CN(C1CCCCC1)S(C)(=O)=O)c1ccccc1 (centres undefined)	-4.8	4.4	-1.0	16.4	11.4	5.3	-0.4	2.8
10	Cc1ccc(S(=O)(=O)N/N=C/c2ccc3nccnc3c2)cc1	14.1	10.3	-10.2	5.0	-0.9	-3.5	-2.7	-0.7
11	COc1cccc(OC)c1/C=C/C(=O)NC1CCCCC1	13.2	-4.3	5.9	4.5	0.2	1.2	5.0	-10.0
12	Cc1ccc(-c2nnc(Nc3ccc4c(c3)nc(C)n4C)c3ccccc23)cc1	-3.0	-3.7	21.0	6.6	15.9	17.8	9.1	-5.7
13	O=C(Cn1cnc2c(cnn2-c2ccccc2)c1=O)N1CCN(c2ccc(F)cc2)CC1	2.9	0.9	-10.0	-2.9	1.8	2.1	0.9	-0.4
14	Fc1ccc(-n2[nH]nnc2=S)cc1N1CCCC1	10.8	1.2	-0.4	-1.2	-24.7	-7.9	-4.3	-9.6
15	CC(C)OCCCNC(=O)c1ccc2c(c1)NC(=O)c1ccccc1S2	-3.1	-7.9	1.1	-2.1	-0.2	13.5	-4.1	1.3
16	COc1ccc(-n2cc(C#N)c(=O)[nH]c2=O)cc1	-2.9	0.7	-0.2	0.2	-5.5	-1.6	-10.0	-3.6

# In the list so far, 3 contain an NH in an aromatic ring.
no.	SMILES	SENP7 inh	Gli-Sufu antag	Apaf1 inhib	697 NFkB inh	Jurkat NFkB inh	UBC13 polyUb	HKDC1 inhibitor	SENP8 inh
3	CCOc1ccc(NC(=O)CN(C)C(=O)Cc2c[nH]c3ccccc23)cc1OCC	10.0	-5.6	11.0	-10.0	0.9	-4.5	-5.8	-3.9
14	Fc1ccc(-n2[nH]nnc2=S)cc1N1CCCC1	10.8	1.2	-0.4	-1.2	-24.7	-7.9	-4.3	-9.6
16	COc1ccc(-n2cc(C#N)c(=O)[nH]c2=O)cc1	-2.9	0.7	-0.2	0.2	-5.5	-1.6	-10.0	-3.6

# Remaining list, next part.
no.	SMILES	SENP7 inh	Gli-Sufu antag	Apaf1 inhib	697 NFkB inh	Jurkat NFkB inh	UBC13 polyUb	HKDC1 inhibitor	SENP8 inh
17	CCC(C)(C)NC(=O)/C=C/c1ccc(OC)c(S(=O)(=O)N2CCOCC2)c1	-9.3	-0.5	-3.4	13.8	2.7	-7.6	-11.3	-10.0
18	Cc1ccc(S(=O)(=O)N(C)C)cc1NC(=O)C1Cc2ccccc2CN1C(=O)c1ccco1 (centres undefined)	-4.1	-7.4	-3.8	8.6	8.7	-1.3	2.7	-1.9
19	CC1(C)Cc2c(c(N3CCOCC3)nc3snc(N)c23)CO1	0.7	2.4	-2.5	14.3	18.3	0.4	-4.3	-0.2
20	CCC(C)NC(=O)C1c2ccccc2C(=O)N(c2ccc(OC)cc2)C1c1ccc(OC)cc1 (centres undefined)	-2.7	2.6	8.3	17.5	-18.3	5.6	3.5	-3.2
21	CCCCn1c(=O)c(CCC(=O)OCC(=O)Nc2ccc(C)c(Cl)c2)nc2ccccc21	-10.9	·	15.1	-31.1	2.8	10.2	·	-6.7
22	COc1ccc(OC)c(/C=N\Nc2nccs2)c1	-0.8	-3.5	-8.7	-38.5	5.4	1.9	1.4	2.9
23	Cc1ccc(NC2CCCN(C(=O)CSc3ccccn3)C2)cc1C (centres undefined)	2.8	-5.7	1.4	5.1	13.8	1.8	-0.2	12.3
24	Cc1ccc(OCCCCn2cnc3ccccc32)c(C)c1	1.6	23.9	6.2	-44.7	9.7	15.8	1.0	-2.2
25	COc1ccccc1-c1nnc(-c2ccc(C)cc2)o1	55.2*	-91.2	3.4	-142.6	-81.0	3.9	-0.7	30.4
26	COc1ccc(S(=O)(=O)N2CCc3ccccc32)cc1C(=O)OCC(=O)c1c(N)n(C)c(=O)n(C)c1=O	-10.0	-0.3	11.8	9.0	18.9	-11.8	2.5	-6.2
27	CC1CCN(C(=O)c2ccc3c(c2)NC(=O)CN3)CC1	7.4	13.6	-3.4	9.1	-1.6	12.6	-3.9	-1.9
28	Cc1ccccc1-c1cc2c(nn1)-c1ccccc1C2=O	98.5*	-10.5	97.1*	-33.5	-11.1	-31.4	9.1	96.4*
29	Nc1c(-c2ccccc2Cl)cnn1-c1cccc([N+](=O)[O-])c1	-3.9	-14.4	4.2	-21.5	-30.1	-7.1	0.1	-17.3
30	Cc1ccc(NC(=O)CCn2cnc3cc(C)c(C)cc32)cc1	-0.8	15.0	-3.2	5.5	2.2	1.1	3.5	1.5
31	COc1cc(C(=O)O[C@H]2C/C(C)=C/CC[C@@]3(C)O[C@@H]3[C@H](O)[C@@H]2C(C)C)cc(OC)c1OC	-7.6	7.3	26.2	-6.7	-7.1	-3.8	-0.5	-8.4
32	Cc1ccc(NC(=O)N2CCCCCC2)cc1	-7.1	-42.1	1.7	-31.8	-42.2	2.0	-3.0	6.5
33	CCc1ccccc1-n1cnc2cc(C(=O)O)ccc21	-7.2	1.5	-30.1	5.2	12.5	-2.2	-6.4	-7.4
34	CC(=O)Nc1ccc(S(=O)(=O)N2CCN(S(=O)(=O)N3CCCCCC3)CC2)cc1	-3.1	3.1	-4.1	-8.8	20.4	-3.6	-6.6	-3.0
35	CN(c1ccccc1)S(=O)(=O)c1cccc(NC(=O)CSc2nncs2)c1	1.2	13.2	2.9	-34.5	8.6	3.5	2.8	-5.0
36	CC(=O)Nc1ccc(S(=O)(=O)Nc2nc3ccccc3nc2Nc2ccc(O)cc2)cc1	-2.3	1.5	-3.9	-4.0	4.0	15.1	0.4	3.0
37	N#Cc1ccc(-c2cccnc2)nc1SCC(=O)Nc1sc2c(c1C#N)CCC2	-2.2	12.7	-4.4	-10.5	5.7	13.2	9.8	-1.7
38	CN1CCN(c2nc(-c3ccc(Cl)s3)cs2)CC1	4.3	-12.2	1.5	-10.0	-17.5	3.0	-1.4	-0.8
39	COc1ccc(-c2sc3cc4c(cc3c2C#Cc2cncn2C)OCO4)cc1	4.0	2.4	15.7	-21.7	9.7	20.2	-5.0	-5.5
40	Cc1ccc(S(=O)(=O)N2c3ccccc3OCC2c2ccccc2)cc1 (centres undefined)	9.9	1.4	10.1	-20.1	6.2	0.0	5.7	-4.1
41	Cc1nnc2ccc(-c3ccc(NC(=O)c4ccco4)cc3)nn12	5.8	13.4	-3.9	7.5	-1.3	-1.1	5.2	-10.7
42	CCC(C)(NC(=O)c1ccc(=O)[nH]c1)C(=O)NC1CCCC1 (centres undefined)	-3.8	32.2	-2.6	10.6	17.7	4.4	-5.4	6.2
43	C/C(=N\NS(=O)(=O)c1ccc(C)cc1)c1ccc(C)s1	-3.4	8.7	-6.8	-8.9	-12.7	-11.3	-4.3	2.7
44	COc1cc(C=O)ccc1OS(=O)(=O)c1ccccc1[N+](=O)[O-]	-1.4	-12.1	-10.0	9.5	-1.7	3.6	-6.7	3.7
45	Cc1ccc(Cl)c2sc(N3CCN(C(=O)c4ccco4)CC3)nc12	8.5	-1.0	26.0	-20.9	-1.8	2.9	4.2	2.6
46	O=S(=O)(NCCc1ccccc1)c1ccc(Cl)nc1	-4.7	-9.8	5.2	14.7	0.1	-12.3	3.6	-8.8
47	COC(=O)c1c(C(=O)NCc2ccccc2)ncn1CC(O)COc1ccccc1 (centres undefined)	3.7	3.4	8.9	8.8	-23.6	-5.3	-3.5	-4.1
48	NS(=O)(=O)c1ccc(CNC(=O)c2cccnc2Cl)cc1	4.4	-14.5	0.8	0.9	-15.9	2.0	-3.0	-0.7
49	CCOC(=O)N1CCN(C(=O)CCc2cc(OC)c(OC)c(OC)c2)CC1	4.8	2.7	-1.0	22.2	-9.2	-6.1	-6.6	3.5
50	CCN(CC)N=Nc1ccc(S(=O)(=O)Nc2c(C)n(C)n(-c3ccccc3)c2=O)cc1	-6.2	3.6	7.3	6.3	-11.1	-5.9	-7.5	12.2
51	COc1ccc(C(=O)NCc2nnc(SCC(=O)Nc3cc(OC)ccc3OC)o2)cc1	-9.3	52.1	0.5	-14.2	5.8	1.3	-7.2	-16.2
52	Cc1cc(C)cc(-n2ncc3c2CCCC3NC(=O)c2cc(C)[nH]n2)c1 (centres undefined)	-2.5	11.2	12.1	-18.1	-9.5	1.7	-1.2	-0.7
53	O=C(CSc1nnc(-c2ccncc2)o1)N1CCc2ccccc2C1	-2.7	4.3	7.1	5.1	-4.0	-2.7	-7.4	-12.0
54	N#CC1=CN(Cc2ccccc2)C=C(/C=N/Nc2ccccc2)C1	5.6	5.2	7.6	-2.6	1.3	4.0	-1.1	-2.6
55	CSc1ccc(C(=O)N2CCc3ccc(NC(=O)c4ccccn4)cc3C2)cc1	3.8	24.4	25.5	-26.8	-62.9	-6.3	4.5	0.9
56	O=C(Nc1nc(-c2ccccc2)c(C(=O)c2ccccc2)s1)c1ccc(S(=O)(=O)N2CCCCC2)cc1	8.6	2.6	3.4	-14.6	0.1	-9.4	-4.3	3.2
57	O=C(C1CCCN(S(=O)(=O)c2ccc(F)cc2)C1)N(Cc1cccs1)C1CC1 (centres undefined)	-4.4	6.0	8.0	16.3	-3.4	11.7	6.1	3.3
58	Cc1cc(-c2ccc(C)c(S(=O)(=O)NCc3ccc(OC(C)C)cc3)c2)on1	2.2	-1.5	14.8	-22.8	14.7	2.4	2.2	-3.0
59	O=C(N[C@@H](Cc1ccc(O)cc1)C(=O)O)c1ccncc1	-7.4	-5.9	-2.8	11.4	10.8	-2.7	-2.8	11.0
60	CC1Cc2ccccc2N1C(=O)CSc1nnc(Cn2nnc3ccccc32)n1C (centres undefined)	10.9	15.6	-24.7	17.0	0.7	-3.0	-2.8	3.8
61	Cc1ccccc1COc1cccc(/C=N/NC(=O)c2nnn(-c3nonc3N)c2C)c1	15.3	-2.1	1.6	-35.0	8.3	-12.3	-4.8	-11.5
62	CN(C)S(=O)(=O)c1cc(C(=O)Nc2ccn(C)n2)c(Cl)cc1Cl	-0.7	6.7	-2.3	6.1	5.6	2.6	-1.7	2.3
63	O=C(C1CCC1)N1CCCc2cc(S(=O)(=O)N3CCN(c4ccccc4)CC3)ccc21	-6.8	2.8	8.7	-9.8	-6.5	-1.5	-3.0	2.9
64	COCCNC(=S)N1CCN(S(C)(=O)=O)CC1	-1.6	3.5	-3.7	-0.3	6.4	3.2	-12.8	-4.8
65	O=C(c1ccc2ncsc2c1)N1CCN(c2nc3ccccc3s2)CC1	-4.5	26.6	13.0	-5.8	27.7	3.1	2.3	7.6
66	O=C(O)Cc1ccc(S(=O)(=O)N2CCCC2)s1	-7.9	6.1	-8.7	2.1	13.8	7.0	1.1	-0.3
